Compound activity (PubChem)
SRC3 inh – SRC3 coactivator transcriptional activity inhibitors, primary screen, cell-based, luminescence | inhibition, % at 3.6 µM | actives 0.17% (n = 360,000) | Nuclear receptor coactivator 3 (Homo sapiens), Q9Y6Q9 | HEK293 GAL4-SRC3 luciferase reporter;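 active = inhibition above a per-campaign cutoff, the mean of all compounds plus 3 SD, cut at about 60% in these data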;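 also: 0% = DMSO-treated cells and 100% = gossypol-treated cells at 36 µM; higher means less SRC3-driven luciferase light from the GAL4 reporter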
CF NFkB inh – inhibitors of PAF-induced NF-kB signaling, primary screen, cell-based, GFP fluorescence, uHTS; KKLEB NF-kB-GFP reporter, GFP fluorescence overnight; inhibition, % at 5 µM; actives 0.86% (n = 360,000); AID 588850, 2011;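 active = at least 50% inhibition at 5 µM, scaled per plate between neutral and stimulator controls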;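 also: PAF is a Pseudomonas aeruginosa culture filtrate used as stimulus; plate controls were PAF-stimulated DMSO wells for no effect and unstimulated DMSO wells for full effect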
Shn3 3UTR inh – reduction of Shn3 3'UTR firefly luciferase signal, primary screen, Schnurri-3 inhibitor project, cell-based, Clone20 osteoblasts, set 2; Clone20 osteoblast Shn3 3'UTR firefly luciferase, 24 h; inhibition, % at 12.5 µM; actives 0.52% (n = 360,000); AID 588674, 2011;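 active = mean inhibition of at least 75% with every replicate also reaching 75%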;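 also: 0% = median of neutral control wells and 100% = pilot-screen positive control compound; some compounds past the cut are filed as inactive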
KKLEB tox – cytotoxicity in KKLEB CF airway cells, primary screen, cytotoxicity control for CF NF-kB inhibitor project, cell-based, uHTS, fluorescence assay plates; KKLEB CF airway cells viability, ATPlite luminescence, overnight; stronger effect = lower value; cells stimulated with P. aeruginosa culture filtrate; activity change (cytotoxicity), % at 5 µM; actives 0.36% (n = 360,000); AID 602141, 2011;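 active = corrected activity change at or below -50% at 5 µM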
TRAIL sens C8 – viability loss with TRAIL in NB7+C8 cells, primary screen, TRAIL sensitizer project, cell-based, ATPlite luminescence. inhibition (viability loss, TRAIL sensitization), % at 10 µM. actives 1% (n = 360,000);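 active = compounds causing at least 50% loss of cell viability in the single-dose screen, relative to plate controls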
LRH-1 inv ag – LRH-1 (NR5A2) inverse agonists, primary screen, cell-based, luminescence, HEK293T, StAR-luciferase reporter; LRH-1 transfected, 24 h; inhibition, % at 3.6 µM; actives 0.13% (n = 360,000);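 active = inhibition above the mean inhibition of all tested compounds plus 3 SD, cut at about 73% in these data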;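 also: 0% = DMSO wells and 100% = reporter-only cells lacking LRH-1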
Target sequence (O00482 whole entry, looked up): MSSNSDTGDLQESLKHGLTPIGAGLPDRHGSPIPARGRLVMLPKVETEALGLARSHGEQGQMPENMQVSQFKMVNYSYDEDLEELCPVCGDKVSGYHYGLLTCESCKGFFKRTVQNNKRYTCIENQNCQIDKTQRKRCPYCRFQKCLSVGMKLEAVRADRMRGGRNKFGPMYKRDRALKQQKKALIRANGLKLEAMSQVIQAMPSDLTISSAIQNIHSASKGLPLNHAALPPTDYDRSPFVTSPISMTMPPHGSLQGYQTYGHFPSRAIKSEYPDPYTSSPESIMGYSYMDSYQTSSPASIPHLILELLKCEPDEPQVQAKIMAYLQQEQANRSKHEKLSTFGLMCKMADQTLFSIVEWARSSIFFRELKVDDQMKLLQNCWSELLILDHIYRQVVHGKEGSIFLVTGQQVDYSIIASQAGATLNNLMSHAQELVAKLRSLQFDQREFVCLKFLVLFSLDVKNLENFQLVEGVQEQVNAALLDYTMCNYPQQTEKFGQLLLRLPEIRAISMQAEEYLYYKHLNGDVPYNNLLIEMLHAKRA
COUP-TFII inh – NR2F2 transcriptional activity inhibitors, primary screen, cell-based, luciferase reporter, HEK293T, luminescence; COUP transcription factor 2 (Homo sapiens), P24468; HEK293T NGFI-A luciferase reporter; inhibition, % at 8.6 µM; actives 0.7% (n = 370,000);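 active = inhibition above a per-plate cutoff, mean inhibition of test wells between control levels plus 3 SD, cut at about 38% in these data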;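 also: cells cotransfected with COUP-TFII expression vector driving the NGFI-A reporter; 0% = median of COUP-TF2 test wells and 100% = reporter-only cells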
Target sequence (P24468 whole entry, looked up): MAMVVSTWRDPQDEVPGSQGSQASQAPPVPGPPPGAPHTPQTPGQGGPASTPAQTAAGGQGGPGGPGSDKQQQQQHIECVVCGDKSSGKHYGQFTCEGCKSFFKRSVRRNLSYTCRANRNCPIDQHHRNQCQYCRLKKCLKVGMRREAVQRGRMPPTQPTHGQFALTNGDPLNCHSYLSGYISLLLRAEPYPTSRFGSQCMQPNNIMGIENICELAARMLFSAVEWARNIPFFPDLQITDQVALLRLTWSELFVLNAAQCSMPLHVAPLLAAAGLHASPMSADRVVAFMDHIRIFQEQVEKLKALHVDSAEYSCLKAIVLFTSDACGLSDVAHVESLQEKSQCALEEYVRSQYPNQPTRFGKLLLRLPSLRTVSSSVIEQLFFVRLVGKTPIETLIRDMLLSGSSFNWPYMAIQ
TWEAK-Fn14 inh – inhibitors of TWEAK-Fn14 signaling, primary screen, luciferase reporter cells, uHTS; actives 2% (n = 360,000); TWEAK-stimulated Fn14 reporter cells, luciferase luminescence, 8 h; inhibition, % at 10 µM; AID 1159606, 2016; in the data active = inhibition above about 50%
LMP1 NFkB inh – EBV LMP1-driven NF-kappaB luciferase reporter inhibitors, primary screen, cell-based, luminescence, single point | inhibition, % at 12.5 µM | actives 0.69% (n = 350,000) | LMP1-induced NF-kappaB luciferase reporter cells; in the data active = inhibition above about 41%;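 also: 0% = neutral control wells and 100% = reference inhibitor control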
TROY signal inh – inhibitors of TROY-driven NF-kB signaling, primary screen, Q293 LMP1-TROYcd cells, NF-kB luciferase, uHTS; inhibition, % at 10 µM; Q293 LMP1-TROYcd NF-kB luciferase reporter, 4 h; actives 0.98% (n = 360,000);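 active = compounds whose plate-normalised and pattern-corrected inhibition of the luciferase reporter signal at the single screening dose is 50% or more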
NCOA1 inh – SRC1 coactivator transcriptional activity inhibitors, primary screen, cell-based, luminescence; actives 0.12% (n = 360,000); inhibition, % at 3.6 µM; Nuclear receptor coactivator 1 (Homo sapiens), Q15788; HEK293 GAL4-SRC1 luciferase reporter; AID 588354, 2011;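 active = inhibition above the campaign mean plus 3 SD, with each screening campaign given its own cutoff, cut at about 60% in these data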;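 also: 0% = DMSO treated cells and 100% = gossypol at 36 µM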
Numbers without * were called inactive; nt = not tested or not shown.

Compound	SRC3 inh	CF NFkB inh	Shn3 3UTR inh	KKLEB tox	TRAIL sens C8	LRH-1 inv ag	COUP-TFII inh	TWEAK-Fn14 inh	LMP1 NFkB inh	TROY signal inh	NCOA1 inh
CC(=O)c1ccc(NC(=O)CNc2cc(S(=O)(=O)N3CCOCC3)ccc2N2CCCC2)cc1	11	-16	-3	11	12	23	-10	6	-10	-23	-3
CCNc1nc(NCc2ccccc2)nc(Oc2ccc(=O)[nH]n2)n1	-15	1	15	2	14	-12	-3	6	6	-13	-33
COc1ccc(C2=NOC(C(=O)NCCCN3CCOCC3)C2)cc1 (stereo not drawn)	11	4	2	14	-15	-1	6	-14	-22	-20	5
Cc1cccc(-n2ncc3c(NC4CCCCC4)ncnc32)c1	-89	29	-49	-35	73*	-111	-52	30	-31	45	-93
Cc1c(C(C)C)c(=O)n(-c2ccc(S(=O)(=O)NC(C)C)cc2)n1C	15	-1	35	8	9	8	9	7	7	-8	-1
COc1ccc(OC)c(N(CC(=O)NCCc2ccc(OC)c(OC)c2)S(=O)(=O)c2ccccc2)c1	14	10	23	-1	2	1	11	9	1	10	-1
Cc1cccc(OCC(=O)Nc2nc3ccc([N+](=O)[O-])cc3s2)c1	4	28	-4	-7	-17	-6	1	1	4	59*	-7
CCC1CO/C(=C(\C(=C(Cl)Cl)N2CCOCC2)[N+](=O)[O-])N1 (stereo not drawn)	1	0	1	0	-20	0	12	7	-2	-7	-16
CCN(CC)CCNC(=S)Nc1ccc2nc(N3CCN(CC)CC3)cc(C)c2c1	8	7	5	-7	-26	-6	12	-16	-16	1	17
CCOc1ccc(C(CC(=O)O)NC(=O)C23CC4CC(CC(C4)C2)C3)cc1 (stereo not drawn)	4	3	-18	-9	1	13	-10	0	-9	16	5
O=C(Nc1nnc(SCCC2OCCO2)s1)C1CC(=O)N(c2ccc(F)cc2)C1 (stereo not drawn)	21	-18	-1	7	-5	-5	17	-4	-1	-3	-7
Cc1ccc2oc(=O)c3cnn(CC(=O)N(CCC(C)C)Cc4ccco4)c3c2c1	-21	10	-14	-13	0	-23	2	20	3	-10	-1
COc1ccc(C2CC(c3ccc(C)cc3)Nc3ncnn32)cc1 (stereo not drawn)	1	16	-11	-1	-6	-22	-17	-13	-14	-23	-9
CC(Sc1nnc(-c2ccc(Cl)cc2Cl)n1Cc1ccccc1)C(=O)Nc1nccs1 (stereo not drawn)	5	-2	31	9	14	8	14	14	8	-3	5
COc1ccc(S(=O)(=O)N2CCN(CC(=O)N3CCc4ccccc4C3)CC2)cc1OC	19	15	21	-3	-10	20	13	4	-29	18	-4
CCN(Cc1nc2ccccc2c(=O)[nH]1)Cc1nc2ccsc2c(=O)[nH]1	12	-8	25	7	-14	-13	-11	13	1	8	-40
CCCCN1CC(COCc2ccccc2)Oc2cccc(Oc3ccc(OC)cc3)c2S1(=O)=O (stereo not drawn)	-6	6	55	8	-8	-13	-4	-6	10	-4	16
COc1ccccc1-n1c(SCC(=O)NC2CCS(=O)(=O)C2)nc2cc([N+](=O)[O-])ccc21 (stereo not drawn)	-23	4	-13	6	-3	-26	-7	-21	-3	-17	7
CCCN(CCC)S(=O)(=O)c1ccc(NC(=O)Cc2cccs2)cc1	-4	3	15	2	0	9	2	1	-1	-7	-20
O=C1c2cccnc2C(=O)N1Cc1ccc(S(=O)(=O)N2CCOc3ccccc32)cc1	-6	-9	-9	10	9	-10	16	11	0	7	-4
CC(=O)Nc1ccc(N2CCCCC2)c(C(=O)Nc2cccc(C)c2)c1	2	-6	-24	3	-8	-11	-9	-2	4	0	-1
CC(C)c1ccc(C2OC(CCc3ccccc3)Cc3[nH]c(=S)[nH]c(=O)c32)cc1 (stereo not drawn)	nt	nt	nt	nt	9	4	3	0	nt	27	nt
OC1CCCN(Cc2ccc3c(c2)Cc2ccccc2-3)C1 (stereo not drawn)	-11	-1	-24	-4	37	-39	-18	-30	-10	-47	-19
CCOC(=O)N(O)c1ccc(C=Cc2ccccc2)cc1	-41	-24	29	-6	25	-53	-26	20	86*	24	-42
CC1=C(C/C=C(\C)CCCC(C)CCCC(C)CCCC(C)C)C(=O)c2ccccc2C1=O (stereo not drawn)	-18	10	-19	-4	-5	-8	19	7	2	6	-6
Nc1ccccc1C#Cc1ccc([N+](=O)[O-])cc1	-70	-62	-79	12	26	-151	-54	-23	-58	-73	-97
C/C=C/C=N/NC(=O)CN(c1ccc(Br)cc1)S(=O)(=O)c1ccccc1	7	-10	8	-7	-16	-1	-6	15	-5	-6	-29
C[C@@H]1CN([C@H](C)CO)C(=O)c2c(c3ccccc3n2C)-c2ccccc2CO[C@H]1CN(C)Cc1ccc(Oc2ccccc2)cc1	6	30	3	-29	-1	-1	22	18	7	-3	1
O=C(CSc1nnc(-c2ccncc2)o1)Nc1cccc(Cl)c1	-31	0	-40	6	-10	-24	-17	-10	-6	-14	-58
CCOC(=O)C[C@@H](C#N)NC(=O)[C@@H]1CCCN1C(=O)[C@@H](NC(=O)c1ccc(N)c(Cl)c1)C(C)(C)C	6	-1	-27	6	9	-19	3	8	nt	-3	-1
COc1ccc(-c2n[nH]c(=S)o2)c(OC)c1	-23	-12	7	3	13	-27	-8	9	-8	-10	-23
Nn1c(SCc2ccc(Br)cc2)nnc1-c1cccnc1	15	6	-9	-9	-23	21	-13	11	3	-10	5
Cc1ccc(-n2nnnc2-c2cccc(C)c2)cc1	-16	1	11	3	14	24	-27	-5	-4	16	-3
CCN(c1ccccc1)S(=O)(=O)c1ccc(C(=O)NCCCN2CCOCC2)cc1	16	9	2	13	-2	-7	-5	10	0	-8	-12
O=C(CCNS(=O)(=O)c1ccccc1)N1CCN(C(c2ccccc2)c2ccccc2)CC1	10	14	13	13	8	9	15	8	-1	11	-38
CCOC(CNc1ncnc2c1cnn2C)OCC	13	-5	1	-19	-15	6	-4	25	-1	15	0
COc1cc(/C=N/N2CCCCC2)cc([N+](=O)[O-])c1O	-6	-14	-4	16	3	6	-3	-3	-1	-12	-6
O=C(Cn1cnc2c(nnn2Cc2ccc(Cl)cc2)c1=O)NCC1CCCO1 (stereo not drawn)	-24	6	-10	0	1	-7	-8	-3	1	2	8
Cc1cc(-c2cc(-c3ccc(Cl)cc3)nc(N)c2C#N)co1	8	-4	30	1	-14	-1	11	0	-8	2	-13
COc1ccc(CN(CC(=O)NC2CCCCC2)C(=O)CCC(=O)Nc2nccs2)cc1	-7	-16	-6	0	0	-2	-1	-24	0	-17	-13
CCCNC(=S)Nc1ccc(F)cc1F	-1	11	0	-3	11	2	6	0	-1	-6	-14
CCOc1cccc(C(=O)Nc2nc(-c3ccc(S(=O)(=O)N4CCOCC4)cc3)cs2)c1	30	14	39	-11	29	16	35	36	25	50*	25
CS(=O)(=O)c1ccc(N)c(SSc2cc(S(C)(=O)=O)ccc2N)c1	-29	-4	-33	13	-11	-44	-29	-4	4	0	-38
O=[N+]([O-])c1cc(Cc2ccccc2)cc(C=Nc2ccc(N3CCOCC3)cc2)c1O	3	40	3	32	-1	19	nt	8	18	29	-8
CCCS(=O)(=O)NC(=O)C1(C)CCN(C(=O)c2ccc(OC(F)F)cc2)C1 (stereo not drawn)	-31	-26	1	15	-4	16	8	-1	nt	6	-10
COc1ccccc1-c1cn[nH]c1-c1ccc(OCc2ccc(F)cc2)cc1O	17	-5	-2	4	-9	-3	17	18	1	21	-12
Cc1nc2c(OCc3cc(Cl)cc(Cl)c3)cccn2c1N(C)C(=O)CCC1CCCC1	6	-2	-4	-11	12	18	26	19	nt	7	-2
Cc1cccc(NC(=O)Nc2ccccc2[N+](=O)[O-])n1	-37	-10	-25	0	16	-2	15	-5	0	-70	-19
CC(=O)C1=C(O)C(=O)N(c2cc(C(C)(C)C)on2)C1c1ccc(C(C)C)cc1 (stereo not drawn)	-6	3	-26	2	-1	12	nt	-7	-1	-44	2
CCCNC(=O)Cn1cnc2sc(C(=O)Nc3ccc4c(c3)OCO4)c(C)c2c1=O	-40	10	-17	-7	3	8	nt	-12	-10	-26	-22
Cc1ccccc1C1CC(=O)Oc2cc(O)ccc21 (stereo not drawn)	-2	-11	-62	8	-17	30	nt	-12	0	-14	-1

By substructure, the compounds so far with a furan ring, fused or not
Compound	SRC3 inh	CF NFkB inh	Shn3 3UTR inh	KKLEB tox	TRAIL sens C8	LRH-1 inv ag	COUP-TFII inh	TWEAK-Fn14 inh	LMP1 NFkB inh	TROY signal inh	NCOA1 inh
Cc1ccc2oc(=O)c3cnn(CC(=O)N(CCC(C)C)Cc4ccco4)c3c2c1	-21	10	-14	-13	0	-23	2	20	3	-10	-1
Cc1cc(-c2cc(-c3ccc(Cl)cc3)nc(N)c2C#N)co1	8	-4	30	1	-14	-1	11	0	-8	2	-13

A portion of the library; rates above refer to the full screens.
